# CIT2-GFP yeast = yeast TOR pathway CIT2-GFP modulation; S. cerevisiae CIT2-GFP strain, flow cytometry, 3 h; 100 means same as DMSO wells; GFP response vs DMSO, % at 10 µM; 0.065% of 320,000 active; AID 2029;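 active = GFP response relative to DMSO above a set limit, near the screen mean plus 3 SD, cut at about 150% in these data; inconclusive = Fewer than 70 cells measured for a yeast strain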;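 note: ratio of well median GFP fluorescence to mean of DMSO wells on the plate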
# MEX-5 binding = C. elegans MEX-5 TCR-2 RNA binding activity | AID 1832 | MEX-5/FITC-TCR2 RNA binding, fluorescence polarization; hits give low values | activity score (negative = inhibition of binding), % at 10 µM | 0.38% of 300,000 active;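 active = inhibition past about -25% in most replicates, and total fluorescence under double the plate's negative control median, limit read from the data; inconclusive = replicates evenly split on the limit, or fluorescence at least double controls; inactive = too little inhibition in most replicates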;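 note: 0% = DMSO and -100% = 5 µM competing unlabeled TCR2 RNA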
# MCL1-BIM inh = disrupts human MCL1 binding to BIM-BH3 peptide; inhibition, % at 10.9 µM; Q07820; 0.68% of 320,000 active; GST-MCL1 / FITC-Bim-BH3 fluorescence polarization;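 active = inhibition above the mean inhibition of all tested compounds plus 3 SD, set per campaign, cut at about 40% in these data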;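 note: 0% = DMSO wells and 100% = unlabeled Bim-BH3 peptide control; higher means more loss of mP so more displacement of Bim peptide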
# Target sequence (Q07820 whole entry, looked up): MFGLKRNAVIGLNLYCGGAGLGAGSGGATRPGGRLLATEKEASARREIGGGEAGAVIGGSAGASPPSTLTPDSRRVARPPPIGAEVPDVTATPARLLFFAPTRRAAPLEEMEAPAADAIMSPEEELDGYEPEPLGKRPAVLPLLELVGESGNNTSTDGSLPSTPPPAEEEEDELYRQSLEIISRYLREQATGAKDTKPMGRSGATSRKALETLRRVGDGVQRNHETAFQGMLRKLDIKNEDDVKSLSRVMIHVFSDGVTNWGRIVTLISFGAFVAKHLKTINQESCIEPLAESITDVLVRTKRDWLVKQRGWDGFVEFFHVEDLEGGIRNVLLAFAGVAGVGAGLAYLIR
# AGP1-GFP MLPCN = yeast TOR pathway AGP1-GFP modulation; AID 2066; 0.02% of 320,000 active; S. cerevisiae AGP1-GFP multiplex flow cytometry, 3 h; GFP as percent of DMSO wells; GFP response vs DMSO, % at 10 µM;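 active = GFP response relative to DMSO above a set limit, near screen average plus 3 SD, cut at about 150% in these data; inconclusive = fewer than 70 cells counted for the yeast strain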;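 note: median GFP channel fluorescence of the gated AGP1 strain per well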
# GLD-1 RNA inh = GLD-1-TGE RNA interaction inhibition (C. elegans). inhibition, % at 5.96 µM. 0.44% of 320,000 active. Q17339. purified GLD-1 + fluorescein TGE RNA, fluorescence polarization;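 active = percent inhibition above a per-plate cutoff, the plate mean of test compounds plus 3 SD, cut at about 30% in these data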;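 note: 0% = DMSO wells with GLD-1 and probe and 100% = wells lacking GLD-1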
# Target sequence (Q17339 whole entry, looked up): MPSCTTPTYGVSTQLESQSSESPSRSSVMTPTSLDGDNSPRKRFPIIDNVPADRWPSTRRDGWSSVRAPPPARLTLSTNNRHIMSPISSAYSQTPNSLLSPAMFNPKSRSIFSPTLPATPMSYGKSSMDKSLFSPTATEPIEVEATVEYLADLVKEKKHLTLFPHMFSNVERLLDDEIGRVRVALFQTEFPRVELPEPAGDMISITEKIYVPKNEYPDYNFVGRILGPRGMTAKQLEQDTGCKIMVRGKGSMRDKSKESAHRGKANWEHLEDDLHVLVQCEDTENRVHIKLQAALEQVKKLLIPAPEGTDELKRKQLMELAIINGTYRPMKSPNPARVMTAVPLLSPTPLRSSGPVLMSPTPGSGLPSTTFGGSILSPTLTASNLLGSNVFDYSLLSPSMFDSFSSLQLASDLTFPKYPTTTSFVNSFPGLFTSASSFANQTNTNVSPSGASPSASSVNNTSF
# Fam108B counter = Fam108B inhibition, counter-screen for RBBP9 inhibitors | recombinant Fam108B, FP-Rh probe fluorescence polarization | inhibition, % at 9.51 µM | 0.33% of 300,000 active;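 active = inhibition above the screen mean inhibition plus 3 SD, computed separately per campaign, cut at about 18% in these data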;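 note: inhibitors lower polarization as less probe binds the enzyme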
# Bcl-xL primary = blocks human Bcl-xL binding to Bim BH3 peptide; Q07817; GST-Bcl-xL / FITC-Bim BH3 peptide fluorescence polarization; inhibition, % at 10.9 µM; 0.7% of 320,000 active;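 active = inhibition above the mean of all tested compounds plus 3 SD, cutoff set per campaign, cut at about 30% in these data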;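 note: 0% = DMSO wells and 100% = unlabeled Bim-BH3 peptide competitor; inhibitors lower millipolarization by displacing the labeled peptide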
# Target sequence (Q07817 whole entry, looked up): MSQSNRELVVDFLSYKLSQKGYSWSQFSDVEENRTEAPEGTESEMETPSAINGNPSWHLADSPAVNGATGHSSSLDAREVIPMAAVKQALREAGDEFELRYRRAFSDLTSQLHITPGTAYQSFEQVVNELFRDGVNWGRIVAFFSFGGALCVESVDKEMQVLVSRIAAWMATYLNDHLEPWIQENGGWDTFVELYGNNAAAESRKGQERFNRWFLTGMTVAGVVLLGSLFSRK
# GRK2 aptamer HTS = blocks RNA aptamer binding to human GRK2. bead flow cytometry, FAM-aptamer displacement from GRK2. inhibition of aptamer binding, % at 10 µM. 0.59% of 330,000 active;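 active = inhibition of aptamer binding above 40%, roughly 3 SD of noise, on plates passing a quality check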;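 note: median bead fluorescence of bound FAM aptamer so fluorescent compounds give negative values; no value below 0 was filed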
# VLA-4 inh = inhibition in a human VLA-4 binding assay; 0.2% of 330,000 active; VLA-4 expressing cells, ligand binding flow cytometry; inhibition, % (about 7 µM as worked out from the volumes in the protocol); in the data active = inhibition above about 50%
# An asterisk follows results filed as active; ? = inconclusive; nt = not tested or not shown; [ ] = dose if it differs, or a comment.
# Every second line gives: CIT2-GFP yeast	MEX-5 binding	MCL1-BIM inh	AGP1-GFP MLPCN	GLD-1 RNA inh	Fam108B counter	Bcl-xL primary	GRK2 aptamer HTS	VLA-4 inh
1. COc1ccc(C(c2c(C)[nH]n(-c3ccccc3)c2=O)c2c(C)[nH]n(-c3ccccc3)c2=O)cc1OC
  92.8	5.6	3.6	96.4	-8.4	1.2	9.8	0.0	2.4
2. O=c1cc(CSCc2ccc(Cl)cc2)[nH]c(=O)[nH]1
  107.4	3.6	-3.9	113.6	8.8	-1.1	1.5	2.0	37.2
3. COc1c(C(=O)Nc2ccc(CN3CCOCC3)cc2)cc2ccccc2c1Br
  102.8	2.0	6.0	103.3	7.3	-1.2	0.2	3.0	6.9
4. CN(/N=C/Cc1nnnn1-c1ccc(Cl)cc1)c1ccccc1
  83.6	1.3	-11.0	82.9	-0.5	4.1	0.6	0.0	14.9
5. COc1ccc(C(=O)n2nc(-c3ccc(Cl)cc3)nc2N)cc1OC
  97.0	2.5	1.5	89.0	-1.8	-6.1	1.4	1.0	13.2
6. Cc1ccc(S(=O)(=O)N2CCC[C@H]2C(=O)OC(C)C(=O)Nc2ncc(Cl)cc2Cl)cc1 (some centres undefined)
  80.9	2.2	-1.6	87.8	-1.1	-2.0	2.6	3.0	4.0
7. C#CCOc1ccc(Br)cc1/C=N/O
  105.3	0.9	1.5	109.6	-1.7	-1.9	5.5	2.0	6.0
8. CCOC(=O)[C@@H]1CCNC[C@@H]1c1ccccc1
  105.9	-1.4	-1.1	102.9	-0.9	4.8	5.3	2.0	-13.7
9. CCOC(=O)c1sc(N2C(=O)C(O)=C(C(=O)c3ccco3)C2c2cccc(Cl)c2)nc1C (centres undefined)
  95.3	-0.3	-1.0	106.3	-4.0	-7.8	-0.2	5.0	-2.9
10. COc1cccc(OC)c1C(=O)Nc1cc(C)nn1-c1nc2ccccc2[nH]1
  97.5	-1.4	-6.1	93.5	4.8	-20.5	2.2	0.0	10.4
11. COc1cccc(N2CC(O)=C(c3nc4ccccc4s3)C2=N)c1
  92.1	-1.2	5.0	85.3	6.2	2.2	1.4	0.0	1.5
12. CCCn1nc(C(=O)N2CC(=O)Nc3ccccc32)c2ccccc2c1=O
  95.4	-1.4	-0.6	98.2	5.0	-2.1	5.9	0.0	0.0
13. Cc1cccc(C2CC(c3ccc(Br)cc3)Nc3nc(N)nn32)c1 (centres undefined)
  94.8	-2.7	3.2	100.7	5.8	-0.4	11.0	2.0	-9.9
14. Cc1ccc(OCCCCn2ccnc2)c([N+](=O)[O-])c1
  97.2	1.0	4.3	101.4	1.6	2.0	-2.0	8.0	21.2
15. COc1ccccc1NC(=O)CSc1ncn[nH]1
  93.9	1.3	0.5	94.3	-1.2	4.9	6.2	0.0	-4.0
16. CCOC(=O)N1CCN(C(=O)c2c(O)c3cccc4c3n(c2=O)CC4)CC1
  109.1	0.5	6.1	nt	6.9	1.7	8.0	3.0	-3.5
17. O=C(Nc1ccccc1)Nc1cccc(C(F)(F)F)c1
  95.8	0.1	-2.1	94.5	6.3	-6.1	5.4	0.0	2.7
18. Cc1nc(N[C@@H](Cc2c[nH]c3ccccc23)C(=O)O)c2oc3ccccc3c2n1
  92.2	nt	-10.3	90.7	9.8	-2.4	-4.6	0.0	11.9
19. CC1CC(C)CN(C(=O)C(NS(=O)(=O)c2ccc(Br)s2)c2ccccc2)C1 (centres undefined)
  100.3	0.1	4.9	100.2	7.1	-2.3	-1.3	3.0	22.5
20. C/C(=N\NC(=O)c1ccc(Cl)c(Cl)c1)c1ccc(Br)s1
  103.0	nt	1.6	109.7	6.5	-7.5	8.4	0.0	4.2
21. CSCCC(=O)N1CCC(n2nccc2NC(=O)CCCc2ccccc2)CC1
  121.4	-1.0	1.9	112.2	-8.1	5.4	5.4	0.0	10.9
22. NS(=O)(=O)c1ccc(CCN=C(NS(=O)(=O)c2cccs2)c2ccccc2)cc1
  93.7	-1.3	-0.6	98.4	-10.8	-0.7	-4.5	0.0	11.9
23. C=CCNc1oc(-c2cccc(F)c2)nc1C#N
  89.1	nt	nt	95.5	0.4	nt	nt	0.0	-3.1
24. Cn1c(=O)c2c(nc(CN3CCc4ccccc4C3)n2Cc2ccccc2)n(C)c1=O
  88.5	-0.2	2.9	nt	1.7	-2.8	10.9	0.0	0.6
25. CSc1ncnc2c1cnn2-c1ccc(C)cc1C
  101.6	0.0	-1.6	97.6	1.4	2.9	-0.3	3.0	-13.6
26. O=C(C1CCCCC1)N1CCN(c2ccnc3cc(Cl)ccc23)CC1
  111.1	-1.4	2.0	106.9	6.9	2.2	-1.5	1.0	8.1
27. Cc1cc2nc(C)n(CCCNC(=O)Nc3ccc(C#N)cc3)c2cc1C
  106.1	2.4	3.6	99.7	7.2	-4.1	3.9	1.0	4.4
28. Cc1cc(C)c(S(=O)(=O)N2CCCOC2CNC(=O)C(=O)NCc2cccnc2)c(C)c1 (centres undefined)
  102.0	-4.0	5.3	100.7	6.1	-0.6	7.0	0.0	48.0
29. CCOC(=O)[C@@H]1[C@H]2COc3ccc(Br)cc3[C@H]2N2C(=O)N(c3ccc(F)cc3)C(=O)[C@]12C
  69.5	1.8	-4.0	80.6	5.5	-3.9	3.1	0.0	6.1
30. COc1cc(CN2CC(=O)N(c3ccc(C)c(Cl)c3)C2=S)cc(OC)c1OC
  111.3	0.7	-2.8	103.1	6.1	-0.1	-0.2	0.0	12.1

# Next section; it opens with the two that closed the last part.
# Every second line gives: CIT2-GFP yeast	MEX-5 binding	MCL1-BIM inh	AGP1-GFP MLPCN	GLD-1 RNA inh	Fam108B counter	Bcl-xL primary	GRK2 aptamer HTS	VLA-4 inh
29. CCOC(=O)[C@@H]1[C@H]2COc3ccc(Br)cc3[C@H]2N2C(=O)N(c3ccc(F)cc3)C(=O)[C@]12C
  69.5	1.8	-4.0	80.6	5.5	-3.9	3.1	0.0	6.1
30. COc1cc(CN2CC(=O)N(c3ccc(C)c(Cl)c3)C2=S)cc(OC)c1OC
  111.3	0.7	-2.8	103.1	6.1	-0.1	-0.2	0.0	12.1
31. COc1ccc(C(=O)Nc2nnc(SCC(=O)NC3CCCC3)s2)c(OC)c1
  96.3	-0.3	0.9	102.6	10.8	-0.8	4.3	0.0	9.3
32. CCOc1ccc(C(C(=O)NC2CCCCC2)N(C(=O)c2csnn2)C2CC2)cc1 (centres undefined)
  95.0	2.7	-9.4	96.5	2.2	-2.9	-0.2	0.0	13.9
33. CNS(=O)(=O)c1cccc(C(=O)OCC(=O)Nc2nc(OC)cc(OC)n2)c1
  107.2	nt	nt	103.9	-2.9	nt	nt	34.0	-8.3
34. O=C(Nc1ccccc1)OC1CCC2CC1CCC2OC(=O)Nc1ccccc1 (centres undefined)
  105.5	2.8	1.4	102.8	3.3	-5.3	-2.1	1.0	5.8
35. O=C(CSc1oc(-c2cccs2)nc1S(=O)(=O)c1ccccc1)NC1CCCCC1
  97.5	-2.1	-8.6	92.2	3.7	-3.2	-7.6	0.0	1.7
36. O=C(Nc1ccccc1)/C(=C/c1ccccc1)NC(=O)c1ccco1
  105.7	-0.3	0.2	98.4	2.3	2.1	-6.5	0.0	2.8
37. O=[N+]([O-])c1cc(CN2CCN(c3cccc(C(F)(F)F)c3)CC2)c2cccnc2c1O
  114.2	0.0	9.9	nt	-8.3	1.7	2.5	0.0	19.2
38. COC(=O)c1[nH]c2ccc(Br)cc2c1NC(=O)CN1CCN(C2CCCCC2)CC1
  ?	-1.5	-19.8	70.8[may fluoresce violet]	6.9	1.4	-5.7	0.0	0.9
39. O/N=C1\CC2(Cc3nonc31)OCCO2
  95.2	2.0	0.5	104.7	0.8	6.3	-2.4	5.0	4.6
40. O=C(O)c1ccc(-c2noc(-c3ccccc3Cl)n2)cc1
  95.5	-1.7	5.8	86.0	0.1	0.7	7.7	5.0	14.3
41. COC(=O)N/N=C(C)/C=C/c1ccccc1
  100.3	0.6	6.8	100.6	4.7	6.2	8.6	0.0	-0.1
42. COc1ccc(N2CCN(C(=O)COC(=O)CCS(=O)(=O)c3ccc(C)cc3)CC2)cc1
  93.1	-0.4	-2.2	99.6	9.6	-0.2	1.2	1.0	2.0
43. O=C(Nc1cccc(F)c1)/C(=C\c1cccnc1)NC(=O)c1cccs1
  105.1	-0.7	1.4	99.8	-0.3	0.1	3.4	0.0	-8.4
44. CCOc1ccccc1NC(=O)NCc1ccccc1F
  96.1	1.9	-1.8	92.7	-0.8	-3.2	0.4	0.0	4.5
45. COc1ccccc1N1CCN(C(CNS(=O)(=O)c2ccc(C)cc2)c2cccnc2)CC1 (centres undefined)
  101.6	2.2	3.1	97.8	-1.0	-1.1	8.6	0.0	-11.7
46. Clc1ccc(SCCCCn2ccnc2)cc1
  104.0	1.4	8.4	100.7	0.4	1.1	5.7	0.0	-0.9
47. COc1cccc(C(=O)NCCn2ccc3ccccc32)c1
  84.1	-1.4	1.8	91.0	-2.9	-1.6	3.9	2.0	2.1
48. CCSc1nnc(NC(=O)CSc2nc3c(c(=O)n2CCOC)SC(C)C3)s1 (centres undefined)
  88.6	1.8	-1.4	88.8	-0.4	3.4	-0.9	0.0	-6.0
49. COc1cccc(C(C(=O)NC2CCCC2)N(C(=O)CNC(=O)c2ccco2)c2cccnc2)c1 (centres undefined)
  97.5	-3.5	5.4	99.5	0.0	-0.9	7.1	2.0	-4.0
50. O=C(Nc1nc2ccccc2s1)Nc1ccc(F)cc1F
  110.5	-1.7	-5.8	104.0	-2.3	-17.3	2.4	0.0	28.2
51. Oc1ccc(-c2n[nH]c(=S)n2Cc2ccccc2)cc1
  109.1	0.4	-14.1	103.2	5.9	8.0	-22.6	3.0	-28.1
52. COc1cc(-c2c(NC(=O)c3ccco3)oc3c(C)cccc3c2=O)cc(OC)c1OC
  102.7	-2.5	6.3	98.7	1.9	5.7	2.2	0.0	2.1
53. O=C(Nc1ccc2c(c1)OCO2)c1ccccc1
  82.4	1.5	-2.1	87.0	4.3	0.9	1.9	3.0	0.7
54. COc1cc(C2C(C#N)=C(N)N(c3sc4c(c3C#N)CCCC4)C3=C2C(=O)CC(C)(C)C3)cc(OC)c1OC (centres undefined)
  104.0	1.2	0.3	103.1	-1.4	-3.0	8.4	0.0	15.6
55. [NH-]c1ncnc2c1N=C[N+]2=CC=CCO
  97.5	2.4	nt	95.9	nt	nt	nt	5.0	7.2
56. Cc1ccc(-n2nc3c(=O)n(CC(=O)NCCC4=CCCCC4)nc(C)c3c2C)cc1
  95.2	1.5	-23.2	95.3	9.0	9.7	-4.8	0.0	1.9
57. CC1(C)CC(NC(=O)C2CCN(S(=O)(=O)c3ccccc3C(F)(F)F)CC2)CC(C)(C)N1
  117.4	-1.5	6.0	94.7	0.4	0.5	3.2	1.0	18.7

# 4 compounds from above, sorted by the value under GRK2 aptamer HTS, falling:
no.	SMILES	CIT2-GFP yeast	MEX-5 binding	MCL1-BIM inh	AGP1-GFP MLPCN	GLD-1 RNA inh	Bcl-xL primary	GRK2 aptamer HTS	VLA-4 inh
14	Cc1ccc(OCCCCn2ccnc2)c([N+](=O)[O-])c1	97.2	1.0	4.3	101.4	1.6	-2.0	8.0	21.2
2	O=c1cc(CSCc2ccc(Cl)cc2)[nH]c(=O)[nH]1	107.4	3.6	-3.9	113.6	8.8	1.5	2.0	37.2
5	COc1ccc(C(=O)n2nc(-c3ccc(Cl)cc3)nc2N)cc1OC	97.0	2.5	1.5	89.0	-1.8	1.4	1.0	13.2
45	COc1ccccc1N1CCN(C(CNS(=O)(=O)c2ccc(C)cc2)c2cccnc2)CC1 (centres undefined)	101.6	2.2	3.1	97.8	-1.0	8.6	0.0	-11.7

# Compound activity deposited in PubChem by several laboratories.
